Bioassay records: PubChem BioAssay, Sanford-Burnham Center for Chemical Genomics
CXCR6 inh – blocks human CXCR6 beta-arrestin recruitment; O00574; 360,000 tested, 0.36% active; CHO-K1 PathHunter CXCR6 beta-arrestin, luminescence; inhibition, % at 20 µM; in the data active = inhibition above about 34%, passing the limit was not always enough;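 note: antagonist mode with CXCL16 agonist at 10 nM final; 0% = 10 nM CXCL16 with DMSO and 100% = unstimulated wells without agonist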
Target sequence (O00574 whole entry, looked up): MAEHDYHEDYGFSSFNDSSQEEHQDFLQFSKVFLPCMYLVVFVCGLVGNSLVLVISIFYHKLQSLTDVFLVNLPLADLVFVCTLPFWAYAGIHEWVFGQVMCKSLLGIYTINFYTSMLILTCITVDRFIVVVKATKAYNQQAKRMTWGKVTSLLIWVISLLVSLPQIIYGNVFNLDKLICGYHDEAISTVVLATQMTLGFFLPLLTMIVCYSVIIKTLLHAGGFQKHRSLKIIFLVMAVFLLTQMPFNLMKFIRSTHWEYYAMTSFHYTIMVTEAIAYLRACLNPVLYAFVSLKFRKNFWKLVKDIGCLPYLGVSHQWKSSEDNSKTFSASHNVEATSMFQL
EBI2 block – blocks human EBI2 receptor beta-arrestin signaling; EBI2 beta-arrestin recruitment, luminescence, 7a,25-OHC stimulated; inhibition, % at 5 µM; 360,000 tested, 0.81% active; AID 651636; in the data active = inhibition above about 38%;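 note: enzyme fragment complementation signal reports receptor beta-arrestin coupling in cells; 0% = agonist plus DMSO wells and 100% = wells without agonist; some results beyond the cut were filed as inactive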
Target sequence (P32249 whole entry, looked up, the tested form may be a part): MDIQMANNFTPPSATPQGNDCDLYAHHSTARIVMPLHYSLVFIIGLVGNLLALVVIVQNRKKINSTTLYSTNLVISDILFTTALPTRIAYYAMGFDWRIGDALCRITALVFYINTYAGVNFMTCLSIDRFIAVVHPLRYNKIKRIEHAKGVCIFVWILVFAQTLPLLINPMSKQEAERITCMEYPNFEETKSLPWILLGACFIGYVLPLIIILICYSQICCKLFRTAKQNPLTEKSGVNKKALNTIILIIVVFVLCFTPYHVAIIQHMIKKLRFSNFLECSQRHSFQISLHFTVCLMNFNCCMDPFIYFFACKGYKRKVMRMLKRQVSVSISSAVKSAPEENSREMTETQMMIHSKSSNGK
697 NFkB inh – lowers PMA/ionomycin-induced NF-kB signal in 697 B cells; 697 B-cell NF-kB luciferase reporter, 16 h; inhibition, % at 4 µM; 330,000 tested, 0.33% active; in the data active = inhibition above about 35%
Gli-Sufu antag – Gli-Sufu pathway antagonism; Sufu-KO-LIGHT fibroblasts, Gli luciferase reporter luminescence; inhibition, % at 5 µM; 340,000 tested, 0.74% active; AID 588413;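 active = inhibition above about 55%, limit read from the data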;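 note: 0% = DMSO-treated cells and 100% = wells with medium but no cells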
Jurkat NFkB inh – inhibitors of the PMA/ionomycin-induced NF-kB reporter in Jurkat cells. PMA/ionomycin-induced NF-kB luciferase reporter, luminescence. inhibition, % at 4 µM. 330,000 tested, 0.53% active. AID 435003; in the data active = inhibition above about 50%
UPR XBP1 act – activators of adaptive arm of unfolded protein response (XBP1); CHO-XBP1 luciferase reporter, IRE1-XBP1 UPR activation, luminescence; percent of tunicamycin response, DMSO as zero; activation, % at 20 µM; 330,000 tested, 0.33% active; AID 463104;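 active = versus positive control, 20 µM dose yields 30% or more activation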;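 note: 100% = tunicamycin at 10 µg/mL and 0% = DMSO only wells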
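assay system = CHO-XBP1 luciferase reporter cells | amount = 1000 cells/well | buffer or medium = F12 plus 10% FBS | compound dosing = single point, 20 µM final compound, 1% DMSO | incubation = 16-18 h cell attachment at 37 °C, then 6 h compound exposure | detection = Steady-Glo luminescence read | controls = tunicamycin 10 µg/mL and vehicle-only wells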
CCR6 antag – CCR6 (human) receptor antagonism; 340,000 tested, 0.49% active; AID 493098; inhibition, % at 20 µM; CHO-K1 CCR6 PathHunter beta-arrestin, luminescence, CCL20-stimulated; P51684;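 active = compounds whose inhibition of the agonist-driven luminescence signal at 20 µM reaches about 50%, limit read from the data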;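 note: cells stimulated with CCL20 at 14 nM final; plate controls were DMSO with CCL20 for no effect and DMSO without agonist for full effect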
Target sequence (P51684 whole entry, looked up): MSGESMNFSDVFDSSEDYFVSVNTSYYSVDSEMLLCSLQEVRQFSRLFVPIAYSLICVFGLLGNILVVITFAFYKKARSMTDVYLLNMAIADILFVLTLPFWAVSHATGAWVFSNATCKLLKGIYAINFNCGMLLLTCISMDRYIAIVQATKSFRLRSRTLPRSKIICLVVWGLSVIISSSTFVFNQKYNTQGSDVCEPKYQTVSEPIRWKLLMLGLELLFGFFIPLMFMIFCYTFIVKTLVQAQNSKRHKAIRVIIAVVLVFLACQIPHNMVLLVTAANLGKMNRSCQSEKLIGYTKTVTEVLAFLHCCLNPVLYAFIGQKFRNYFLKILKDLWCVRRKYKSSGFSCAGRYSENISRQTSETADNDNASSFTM
Mdm2-MdmX inh – human Mdm2/MdmX binding inhibition; AID 485346; inhibition, % at 8 µM; SaOS-2 split-luciferase Mdm2/MdmX complementation, luminescence; 330,000 tested, 3% active; O15151+Q00987;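 active = inhibition of at least 50% at 8 µM in the primary screen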
CHOP UPR activ – activators of apoptotic arm of unfolded protein response (CHOP); CHO-CHOP luciferase reporter, UPR activation, luminescence; percent of tunicamycin response over DMSO baseline; activation, % at 10 µM; 330,000 tested, 0.34% active; AID 449763;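 active = at 10 µM dose, activation of 40% or more, normalized to positive control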;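 note: 100% = tunicamycin at 10 µg/mL and 0% = DMSO alone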
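Assay system: CHO cells with stable CHOP pathway luciferase reporter; Buffer or medium: F12 plus 10% serum; Times: 16-18 h cell attachment, then 6 h compound exposure, 37 °C; Signal: luciferase luminescence; Read-out basis: percent activation relative to tunicamycin control; Control set: tunicamycin high control, DMSO low control.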
* = called active by the depositor; . = no result given. Rows were taken by chance; any-hit rate near 5%.

The first 2 entries as a preview:
no.	molecule	CXCR6 inh	EBI2 block	697 NFkB inh	Gli-Sufu antag	Jurkat NFkB inh
1	Cc1ccc(C)c(S(=O)(=O)Nc2ccccc2C(=O)Nc2cc(C)on2)c1	0.8	-9.5	2.4	31.7	-4.3
2	CC1CCC2(CC1)NC(=O)N(CC(=O)NCc1ccc(Cl)cc1)C2=O (stereo unspecified)	-4.9	8.2	17.1	-1.0	0.4

no.	UPR XBP1 act	CCR6 antag	Mdm2-MdmX inh	CHOP UPR activ
1	-1.9	16.4	15.3	-1.9
2	-0.7	0.9	15.3	-1.0

The list itself, from the first entry:
no.	molecule	CXCR6 inh	EBI2 block	697 NFkB inh	Gli-Sufu antag	Jurkat NFkB inh
1	Cc1ccc(C)c(S(=O)(=O)Nc2ccccc2C(=O)Nc2cc(C)on2)c1	0.8	-9.5	2.4	31.7	-4.3
2	CC1CCC2(CC1)NC(=O)N(CC(=O)NCc1ccc(Cl)cc1)C2=O (stereo unspecified)	-4.9	8.2	17.1	-1.0	0.4
3	Cc1cccc(NC(=O)CCCN2C(=S)NC(C)(C)CC2C)c1C (stereo unspecified)	1.3	-7.2	12.3	-13.9	-7.5
4	O=C(NC1CCCCC1)c1ccc(CNc2c(N3CCOCC3)c(=O)c2=O)cc1	3.7	-4.4	1.0	35.0	13.5
5	Cc1c(C)c(C)c(C(=O)CCc2cccc(NC(=O)CCC(=O)O)c2)c(C)c1C	-6.3	4.6	-19.8	1.2	4.1
6	COc1cc2c3c(c1OC)C1(C=CC(=O)C=C1)CC3N(C(=O)CCC(=O)O)CC2 (stereo unspecified)	2.0	-3.3	2.5	1.7	2.5
7	CC1CCN(C(=O)Cn2c3ccccc3c3nc4n(c(=O)c32)CCCS4)CC1	-2.4	15.2	8.1	6.1	-4.0
8	CS(=O)(=O)c1ccc(C(=O)N2CC(=O)Nc3ccccc32)cc1	9.6	-4.3	-2.5	-19.7	2.9
9	Cc1csc(NC(=O)CSc2nc3[nH]ncc3c(=O)[nH]2)n1	-1.0	-0.4	3.2	4.5	3.8
10	Cc1ccc(C)c(NS(=O)(=O)c2cc(C(=O)N3CCCC3)ccc2Cl)c1	-7.1	2.5	-1.3	0.5	-7.6
11	N#Cc1sc2nc3c(c(-c4cccnc4)c2c1N)CCC3	0.2	-0.4	14.6	-2.9	3.3
12	CCCNC(=O)CS(=O)(=O)Cc1nc(-c2ccccc2C)oc1C	0.5	-0.4	4.4	0.2	-8.6

no.	UPR XBP1 act	CCR6 antag	Mdm2-MdmX inh	CHOP UPR activ
1	-1.9	16.4	15.3	-1.9
2	-0.7	0.9	15.3	-1.0
3	-3.4	3.4	5.4	-0.9
4	0.9	-6.9	-31.0	-0.3
5	-0.9	0.4	-9.6	0.6
6	-2.4	10.9	-16.1	-0.6
7	-5.8	-0.6	31.1	1.2
8	0.5	3.9	-11.0	-0.5
9	3.8	1.1	-10.6	-0.4
10	-2.0	15.6	4.8	0.2
11	2.1	20.5	-5.1	-1.6
12	-0.6	14.9	2.2	-1.3

Continued; the last 2 above are carried over.
no.	molecule	CXCR6 inh	EBI2 block	697 NFkB inh	Gli-Sufu antag	Jurkat NFkB inh
11	N#Cc1sc2nc3c(c(-c4cccnc4)c2c1N)CCC3	0.2	-0.4	14.6	-2.9	3.3
12	CCCNC(=O)CS(=O)(=O)Cc1nc(-c2ccccc2C)oc1C	0.5	-0.4	4.4	0.2	-8.6
13	O=C(O)C1CC(=O)N(Cc2ccccc2)C1 (stereo unspecified)	-16.1	6.3	6.9	7.7	-8.8
14	CCN(Cc1ccncc1)C(=S)NCc1ccccc1	-10.4	-1.0	7.8	4.9	-9.7
15	O=C1CCC(=O)N1OCCOc1ccccc1	1.6	-4.0	4.5	-0.5	-8.5
16	COc1ccc(C(=O)C(c2ccccc2)N2CCOCC2)cc1 (stereo unspecified)	4.4	-7.2	-1.5	8.3	-1.1
17	CCc1ccc(S(=O)(=O)NCc2csc(-c3cccnc3)n2)s1	-3.7	-7.6	3.7	0.8	9.9
18	CCOc1ccc(/C=N/OCC(=O)Nc2cc(S(=O)(=O)N3CCOCC3)ccc2OC)cc1	3.8	9.7	-0.4	2.9	-7.2
19	Cc1ccc(C(=O)Nc2nc3ccc(Cl)cc3s2)o1	-20.3	1.2	-135.8	-72.7	-48.1
20	CC(C)CN(C(=O)c1cccs1)C1CCS(=O)(=O)C1 (stereo unspecified)	-5.0	7.6	-2.3	13.1	-0.6
21	Cc1noc(C)c1COc1ccccc1C(=O)N1CCN(S(=O)(=O)c2ccccc2Br)CC1	2.8	-4.4	.	-8.5	.
22	O=C(NNC(=S)NC(=O)c1ccccc1)c1cccc([N+](=O)[O-])c1	17.6	-6.1	7.6	0.6	10.8
23	C=CCNC(=O)c1ccc(-c2cccc([N+](=O)[O-])c2)o1	-11.3	2.7	-39.8	-31.3	-34.5
24	CCN(CC)C(=O)/C(=C\c1cccc([N+](=O)[O-])c1)NC(=O)c1ccco1	-2.9	-13.2	8.6	2.5	-21.6

no.	UPR XBP1 act	CCR6 antag	Mdm2-MdmX inh	CHOP UPR activ
11	2.1	20.5	-5.1	-1.6
12	-0.6	14.9	2.2	-1.3
13	0.3	-0.7	4.8	0.3
14	-0.6	-10.8	3.6	0.9
15	-2.3	15.2	11.1	-2.0
16	4.4	15.3	13.0	-2.8
17	0.3	-4.1	19.8	0.8
18	0.0	10.6	4.1	0.9
19	2.2	10.2	-93.2	6.4
20	1.4	4.7	4.1	-0.3
21	.	2.2	.	.
22	-2.7	34.1	-5.7	0.3
23	0.9	12.2	-45.2	5.2
24	-1.3	1.1	12.8	-0.2

Molecules from the list above that have a furan ring, fused or not (3):
no.	molecule	CXCR6 inh	EBI2 block	697 NFkB inh	Gli-Sufu antag	Jurkat NFkB inh
19	Cc1ccc(C(=O)Nc2nc3ccc(Cl)cc3s2)o1	-20.3	1.2	-135.8	-72.7	-48.1
23	C=CCNC(=O)c1ccc(-c2cccc([N+](=O)[O-])c2)o1	-11.3	2.7	-39.8	-31.3	-34.5
24	CCN(CC)C(=O)/C(=C\c1cccc([N+](=O)[O-])c1)NC(=O)c1ccco1	-2.9	-13.2	8.6	2.5	-21.6

no.	UPR XBP1 act	CCR6 antag	Mdm2-MdmX inh	CHOP UPR activ
19	2.2	10.2	-93.2	6.4
23	0.9	12.2	-45.2	5.2
24	-1.3	1.1	12.8	-0.2

Next section:
no.	molecule	CXCR6 inh	EBI2 block	697 NFkB inh	Gli-Sufu antag	Jurkat NFkB inh
25	Cc1ccc(-c2nc3c(=O)n(C)c4ccccc4c3o2)cc1	6.8	13.7	-19.6	-6.0	-21.9
26	CC12CCC(C(=O)N(c3nccs3)C1=O)C2(C)C (stereo unspecified)	4.1	-13.2	.	2.8	.
27	CN1CCN(S(=O)(=O)c2ccc(SCCOc3ccccc3)nc2)CC1	-1.3	5.4	-4.4	12.0	-2.1
28	CCC(=O)NC(=S)Nc1ccccc1C(=O)OC	-4.6	-11.7	-6.2	-10.1	24.7
29	O=C(COC(=O)c1cccs1)c1ccc2c(c1)OCCO2	8.7	-2.0	-7.2	-23.6	-112.1
30	CCCOC(=O)c1ccc(NC(=O)CN(C)Cc2cccs2)cc1	1.6	-11.4	-9.0	-14.3	-12.2
31	COc1ccccc1NC(=O)CSc1nnc(C)n1CCc1ccccc1	-3.8	-4.0	-19.1	2.3	-5.6
32	Cc1ccc(S(=O)(=O)N2CCCCC2)cc1NC(=O)c1ccccc1Cl	-1.4	7.3	3.6	5.0	-5.4
33	O=C(CN1CCN(CCN2C(=O)c3cccc4cccc(c34)C2=O)CC1)c1ccc(F)cc1	10.3	3.8	28.3	-2.3	-2.7
34	CCN1C[C@@H]2[C@@H]3C(=O)N(Cc4ccccc4)C(=O)[C@@H]3[C@](CC)(C1=O)N2C(=O)c1ccc(F)cc1	1.8	4.9	.	-9.3	.
35	CC1(C)CC(=O)C2=C(C1)OC(N)=C(C#N)C2c1ccccc1[N+](=O)[O-] (stereo unspecified)	-13.9	-1.6	6.8	7.5	-11.0
36	[O-]/C(=C(\C(=S)Nc1ccc(SC(F)F)cc1)[n+]1ccccc1)c1ccc(Cl)cc1Cl	14.5	15.8	-89.6	32.2	-51.1

no.	UPR XBP1 act	CCR6 antag	Mdm2-MdmX inh	CHOP UPR activ
25	4.9	-7.9	6.9	1.6
26	.	-1.0	.	.
27	2.5	-2.9	4.7	2.0
28	-1.1	13.6	24.4	1.5
29	-11.1	10.4	38.5	-9.7
30	-1.3	16.3	7.7	-1.0
31	1.1	-6.5	17.7	0.6
32	-4.4	17.4	7.9	0.5
33	0.3	-1.4	-27.0	2.6
34	.	-10.7	.	.
35	-5.1	-8.8	8.4	-0.1
36	-2.4	10.4	8.7	4.8

(further entries)
no.	molecule	CXCR6 inh	EBI2 block	697 NFkB inh	Gli-Sufu antag	Jurkat NFkB inh
37	C[C@H](CO)N1C[C@H](C)[C@@H](CN(C)C(=O)Nc2ccccc2)Oc2ccc(NC(=O)Nc3ccccc3)cc2C1=O	2.0	0.2	-1.8	3.0	-5.8
38	CCOc1nc(NC(C)C)nc(NC(C)C)n1	-14.8	-4.9	7.4	4.8	7.6
39	CCCc1cc(=O)[nH]c(N2CCN(Cc3ccc4c(c3)OCO4)CC2)n1	-0.8	3.5	.	3.2	.
40	Cc1ccc(C(=O)Nc2ccc(O)c(C(=O)O)c2)o1	-5.9	-1.1	-20.1	-1.5	-7.6
41	Cc1ccc(CNC(=O)C(N=C2NS(=O)(=O)c3ccccc32)C(C)C)cc1 (stereo unspecified)	-1.1	0.1	-11.0	-0.4	-7.0
42	S=C(Cc1ccc(Cl)cc1)N1CCOCC1	-7.5	-20.4	-4.9	2.7	-13.3
43	COc1cccc(C(=O)NCC(c2ccc3c(c2)OCO3)N2CCN(c3ccc(F)cc3)CC2)c1 (stereo unspecified)	7.6	7.1	-23.5	26.8	-6.4
44	O=C(CCN1C(=O)COc2ccccc21)NCCC1=CCCCC1	-5.2	-6.4	0.1	5.0	6.6
45	C=CCN1C(=O)C(O)=C(C(C)=O)C1c1ccccc1F (stereo unspecified)	-7.6	-3.6	17.9	-4.6	7.1
46	Cc1ccc(-c2csc(-c3ccncc3)n2)cc1	-4.7	19.3	-54.9	-16.9	-68.5
47	COc1ccccc1NC(=O)N1CCCC1C(=O)NCc1cccs1 (stereo unspecified)	5.2	4.5	8.5	-4.5	-9.9
48	CC1CCCC(C)N1S(=O)(=O)c1ccc(S(=O)(=O)NCc2ccccc2)cc1 (stereo unspecified)	-12.3	0.0	-5.5	4.5	15.2

no.	UPR XBP1 act	CCR6 antag	Mdm2-MdmX inh	CHOP UPR activ
37	0.0	5.3	8.7	-1.1
38	-0.6	-3.3	13.4	1.8
39	.	0.8	.	.
40	-1.0	9.1	-15.5	-1.0
41	-0.2	8.1	-15.8	-1.9
42	-1.2	4.8	0.1	-1.6
43	-2.4	8.1	2.9	-1.3
44	-2.5	3.0	3.8	-0.4
45	-0.9	-0.4	-4.6	1.4
46	11.3	-12.1	-20.4	4.6
47	-2.0	-5.5	18.2	-1.8
48	-0.3	6.0	42.9	-1.7
